Screening results: PubChem, several laboratories
PLCb3 inh: human PLC-beta3 inhibitors, primary screen, biochemical, fluorescence. 1-phosphatidylinositol 4,5-bisphosphate phosphodiesterase beta-3 (Homo sapiens), Q01970. Purified PLC-beta3, fluorogenic substrate. inhibition, % at 12.2 µM. 370,000 compounds, 0.18% hits. AID 720704, 2013; in the data active = inhibition above about 11%;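 also: 0% = median of compound wells on plate and 100% = full blocker control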
Target sequence (Q01970 whole entry, looked up): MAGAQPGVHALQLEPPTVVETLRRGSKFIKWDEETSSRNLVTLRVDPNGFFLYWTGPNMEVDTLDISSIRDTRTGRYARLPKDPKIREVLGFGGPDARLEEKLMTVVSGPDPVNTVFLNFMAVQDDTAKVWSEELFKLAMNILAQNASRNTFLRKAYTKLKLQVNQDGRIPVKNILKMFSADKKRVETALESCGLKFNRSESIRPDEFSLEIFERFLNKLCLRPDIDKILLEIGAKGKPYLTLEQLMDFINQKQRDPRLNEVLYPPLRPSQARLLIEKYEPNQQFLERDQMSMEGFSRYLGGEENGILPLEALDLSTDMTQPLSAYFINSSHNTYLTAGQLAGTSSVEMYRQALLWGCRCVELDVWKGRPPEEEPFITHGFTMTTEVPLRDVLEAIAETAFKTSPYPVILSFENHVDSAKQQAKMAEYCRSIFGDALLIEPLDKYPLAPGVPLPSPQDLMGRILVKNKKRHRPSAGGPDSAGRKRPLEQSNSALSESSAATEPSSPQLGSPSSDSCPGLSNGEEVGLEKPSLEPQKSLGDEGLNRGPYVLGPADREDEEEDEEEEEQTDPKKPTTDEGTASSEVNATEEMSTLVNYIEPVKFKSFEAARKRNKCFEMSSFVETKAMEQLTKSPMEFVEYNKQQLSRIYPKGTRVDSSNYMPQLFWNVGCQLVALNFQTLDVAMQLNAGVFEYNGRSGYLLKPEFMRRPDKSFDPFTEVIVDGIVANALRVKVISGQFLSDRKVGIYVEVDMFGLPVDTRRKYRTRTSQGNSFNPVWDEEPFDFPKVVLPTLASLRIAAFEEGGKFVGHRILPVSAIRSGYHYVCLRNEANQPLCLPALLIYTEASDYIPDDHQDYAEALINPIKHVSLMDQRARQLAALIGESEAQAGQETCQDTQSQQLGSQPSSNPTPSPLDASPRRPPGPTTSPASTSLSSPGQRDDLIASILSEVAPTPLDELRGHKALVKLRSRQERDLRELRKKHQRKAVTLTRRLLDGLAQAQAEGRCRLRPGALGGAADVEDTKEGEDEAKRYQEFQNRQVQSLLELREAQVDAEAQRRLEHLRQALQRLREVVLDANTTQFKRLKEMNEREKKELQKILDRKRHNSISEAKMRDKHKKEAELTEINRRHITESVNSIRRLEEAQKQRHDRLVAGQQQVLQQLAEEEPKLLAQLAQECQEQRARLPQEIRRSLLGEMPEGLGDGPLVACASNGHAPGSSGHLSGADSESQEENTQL
MBD2 inh: inhibitors of MBD2 binding to methylated DNA, primary screen, biochemical, TR-FRET, DNA-binding domain, human. Methyl-CpG-binding domain protein 2 (Homo sapiens), Q9UBB5. MBD2 binding to methylated oligonucleotide. inhibition, % at 4.4 µM. 370,000 compounds, 0.31% hits. AID 686964, 2013; in the data active = inhibition above about 13%
ssDAF-12 act: S. stercoralis DAF-12 nuclear receptor activators, primary screen, cell-based, luminescence, HEK293, GRIP1 co-expression, lit1-tk-luc; Nuclear hormone receptor DAF-12 (Strongyloides stercoralis); HEK293 ssDAF-12/GRIP1 lit1-tk-luc reporter; % of 3 µM dafachronic acid response; activation, % at 6.8 µM; 370,000 compounds, 1% hits; AID 652126, 2013;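 active = activation above the mean over all tested compounds plus 3 SD, cut at about 0.9% in these data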;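 also: 0% = DMSO-only wells and 100% = 3 µM delta7-dafachronic acid wells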
PLC-gamma1 inh: PLC-gamma1 enzyme inhibitors, primary screen, biochemical, fluorescence, purified enzyme; 1-phosphatidylinositol 4,5-bisphosphate phosphodiesterase gamma-1 (Homo sapiens), P19174; fluorogenic substrate; inhibition, % at 12.2 µM; 370,000 compounds, 0.84% hits; AID 720700, 2013; in the data active = inhibition above about 9.5%
DAX1 inh-1: DAX1 (NR0B1) inhibitors, primary screen, cell-based, HEK293, Gal4-DAX1, luciferase luminescence; AID 504766, 2011; Nuclear receptor subfamily 0 group B member 1 (Homo sapiens), P51843; 340,000 compounds, 0.99% hits; HEK293 Gal4-DAX1 luciferase reporter; inhibition, % at 6.75 µM;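 active = inhibition above the mean over all tested compounds plus 3 SD, cut at about 4.2% in these data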;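 also: 0% = DAX1-transfected cells with DMSO and 100% = empty-vector control cells with DMSO; inhibition shows as a rise in luminescence from relieved DAX1 repression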
SMARCA2 act: SMARCA2 (BRM) function activators, primary screen, cell-based, luminescence, high throughput; activation, % at 9.1 µM; MG213 cells, MMTV-luciferase reporter, dexamethasone, overnight; 370,000 compounds, 1% hits; in the data active = activation above about 7.8%;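 also: 0% = vehicle wells and 100% = reference activator wells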
ADAM17 inh: ADAM17 inhibitors, primary screen, biochemical, QFRET. recombinant ADAM17, EDANS/DABCYL FRET peptide cleavage. inhibition, % at 6.95 µM. 370,000 compounds, 0.83% hits. AID 720648, 2013;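 active = inhibition above the mean of compounds lying between control limits plus 3 SD, set per campaign, cut at about 8.5% in these data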;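 also: 0% = DMSO-only wells as the low control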
DAX1 inh-2: DAX1 (NR0B1) inhibitors on StAR promoter, primary screen, cell-based, luminescence, SF-1 (NR5A1), full-length DAX-1 | HEK293T StAR-luciferase reporter, SF-1/DAX-1 repression relief | inhibition, % at 6.8 µM | 370,000 compounds, 1.1% hits | AID 652010, 2013;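 active = inhibition above the mean over all tested compounds plus 3 SD, cut at about 3.6% in these data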;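 also: 0% = DAX-1 cells with DMSO and 100% = cells lacking DAX-1 with DMSO; higher inhibition means more luminescence from relief of DAX-1 repression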
hcDAF12 agonist: H. contortus DAF-12 nuclear receptor activators, primary screen, cell-based, luminescence, HEK293, lit1-tk-luc reporter. activation, % at 6.8 µM. 370,000 compounds, 1.4% hits. HEK293 hcDAF-12 lit1-tk-luc reporter; 0% DMSO, 100% Δ7-dafachronic acid;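 active = activation above the mean of all tested compounds plus 3 SD, cut at about 5.5% in these data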;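 also: 100% = response to 3 µM Δ7-dafachronic acid high control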
Rev-erbA mod: modulators of Rev-erb alpha DNA binding, primary screen, biochemical, FITC-DNA, fluorescence polarization, uHTS; Nuclear receptor subfamily 1 group D member 1 (Homo sapiens), P20393; Rev-erbα–FITC-DNA binding, 90 min; 370,000 compounds, 0.79% hits; activity, % at 10 µM;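 active = activity above about 14%, limit read from the data; passing the limit was not always enough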;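 also: 0% = DMSO wells with 35 nM protein and 100% = DMSO wells with 750 nM protein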
hgDAF-12 ag: H. glycines DAF-12 receptor agonists, primary screen, cell-based, luminescence, HEK293, GAL4 fusion, UAS-luciferase; 370,000 compounds, 1.8% hits; Nuclear hormone receptor DAF-12 (Heterodera glycines), GAL4 fusion; activation, % at 6.8 µM; AID 687014, 2013; HEK293 GAL4-hgDAF12 UAS-luciferase reporter, agonist luminescence; normalized to butyrate control;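 active = activation above a cutoff set at the mean of all screened compounds plus 3 SD, cut at about 10% in these data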;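 also: 0% = DMSO wells and 100% = sodium butyrate wells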
* marks the source's active call; other numbers are inactive results; i = inactive; / = not tested or not shown; & = joins results of further samples. Not a hit list, and some 7.4% of all compounds hit somewhere here.

Sample of the layout (eight entries):
SMILES	PLCb3 inh	MBD2 inh	ssDAF-12 act	PLC-gamma1 inh	DAX1 inh-1	SMARCA2 act	ADAM17 inh	DAX1 inh-2	hcDAF12 agonist	Rev-erbA mod	hgDAF-12 ag
Cc1cc(=O)n2[nH]c(N)c(N=Nc3ccccc3F)c2n1	7	-10	-1.0	8	0.0	-2	3	-1.1	2.3	3	0.1
CN(CC(=O)Nc1ccc(F)c(F)c1F)C(=O)c1ccc(-n2cncn2)c([N+](=O)[O-])c1	-4	0	-1.4	-4	-0.4	-1	-3	-0.4	-0.6	0	-2.8
CC1Cc2ccccc2N1C(=O)CCn1c(=O)sc2ccccc21 (stereo unspecified)	-6	0	-0.8	3	1.8	0	-2	0.9	1.7	-7	6.1
Cc1nnc(SCC(=O)NC2(C#N)CCCCC2)n1N	3	2	-1.5	5	1.0	-3	-1	0.2	0.3	-6	1.3
Cc1ccc2nc(CCl)[n+]([O-])c(-c3ccccc3)c2c1	-4	1	-1.4	1	0.8	0	-2	-0.1	-1.8	-2	0.1
O=C(NCCCN1CCN(c2ccccc2F)CC1)C1CCCN(S(=O)(=O)c2cnc[nH]2)C1 (stereo unspecified)	7	2	-0.5	-1	-1.1	0	-3	-0.4	-1.6	1	-1.4
CC1CCCN(C(=O)CCNS(=O)(=O)c2ccc3c(c2)oc(=O)n3C)C1 (stereo unspecified)	-3	3	-1.2	4	0.9	0	-2	0.9	0.0	-2	0.4
O=c1[nH]c(CN2CCN(c3ccc(O)cc3)CC2)nc2scc(-c3ccc(Cl)cc3)c12	-7	2	-1.3	-2	-5.7	-6	2	-3.0	-2.7	6	-1.7

Results, from the first entry:
SMILES	PLCb3 inh	MBD2 inh	ssDAF-12 act	PLC-gamma1 inh	DAX1 inh-1	SMARCA2 act	ADAM17 inh	DAX1 inh-2	hcDAF12 agonist	Rev-erbA mod	hgDAF-12 ag
Cc1cc(=O)n2[nH]c(N)c(N=Nc3ccccc3F)c2n1	7	-10	-1.0	8	0.0	-2	3	-1.1	2.3	3	0.1
CN(CC(=O)Nc1ccc(F)c(F)c1F)C(=O)c1ccc(-n2cncn2)c([N+](=O)[O-])c1	-4	0	-1.4	-4	-0.4	-1	-3	-0.4	-0.6	0	-2.8
CC1Cc2ccccc2N1C(=O)CCn1c(=O)sc2ccccc21 (stereo unspecified)	-6	0	-0.8	3	1.8	0	-2	0.9	1.7	-7	6.1
Cc1nnc(SCC(=O)NC2(C#N)CCCCC2)n1N	3	2	-1.5	5	1.0	-3	-1	0.2	0.3	-6	1.3
Cc1ccc2nc(CCl)[n+]([O-])c(-c3ccccc3)c2c1	-4	1	-1.4	1	0.8	0	-2	-0.1	-1.8	-2	0.1
O=C(NCCCN1CCN(c2ccccc2F)CC1)C1CCCN(S(=O)(=O)c2cnc[nH]2)C1 (stereo unspecified)	7	2	-0.5	-1	-1.1	0	-3	-0.4	-1.6	1	-1.4
CC1CCCN(C(=O)CCNS(=O)(=O)c2ccc3c(c2)oc(=O)n3C)C1 (stereo unspecified)	-3	3	-1.2	4	0.9	0	-2	0.9	0.0	-2	0.4
O=c1[nH]c(CN2CCN(c3ccc(O)cc3)CC2)nc2scc(-c3ccc(Cl)cc3)c12	-7	2	-1.3	-2	-5.7	-6	2	-3.0	-2.7	6	-1.7
CCCC(=O)Nc1nnc(-c2ccccc2)o1	4	1	-1.6	-1	1.1	2	-2	0.1	-0.4	-5	1.2
CCc1cc(C(=O)OC)c(NC(=O)c2ccoc2C)s1	-16	1	-1.0	-6	-0.6	0	-3	-2.5	-1.7	7	4.0
NNC(=O)c1ccc(COc2ccc3ccccc3c2)cc1	-12	6	-1.6	-4	2.5	-6	2	0.2	1.1	-1	7.6
COc1ccc(S(=O)(=O)N2CCCC(C(F)(F)F)C2)cc1 (stereo unspecified)	-2	-3	-1.9	2	-1.6	-4	1	0.4	-1.7	-7	-1.2
CN1CCN(c2c(F)cc3c(=O)c(C(=O)O)cn4c3c2OCN4C)CC1	i	-4	-1.1	i	0.0	3	-127	0.3	1.1	-5&-3	0.0
COC(=O)c1ccc2nc(C3CCCCC3)c(Cc3cccc(Cl)c3)n2c1	-20	12	0.0	-16	/	-2	-5	0.9	2.9	-6	4.5
O=[N+]([O-])c1ccc2ncnc(N3CCN(Cc4ccc5c(c4)OCO5)CC3)c2c1	-4	-3	-2.4	-2	-3.0	-4	3	-1.3	-4.0	-5	-0.9
O=C(NNS(=O)(=O)c1ccc(Cl)cc1)c1sccc1-n1cccc1	0	6	-0.8	-1	2.5	-2	-4	-0.5	0.1	-2	-1.0
CCCC(=O)OCC1CN(Cc2ccco2)S(=O)(=O)c2c(F)cccc2O1 (stereo unspecified)	2	-4	-1.1	1	1.4	-3	2	2.3	0.5	-4	7.0
COc1ccc(C(=O)Nc2ccc(N3CCOCC3)cc2)cc1S(=O)(=O)N1CCCC1	-5	1	-1.4	3	-0.7	-4	0	-0.7	0.2	-6	-2.3
CCOc1ccc(-n2c(SCC(=O)Nc3ccc4c(c3)OCCO4)nc3c(c2=O)SCC3)cc1	-1	1	-0.6	-1	-0.8	2	-4	0.5	-1.1	4	-2.5
O=C(c1cnccn1)N(Cc1cccs1)C1(C(=O)NC2CCCC2)CCCCC1	0	1	-1.3	0	-0.6	-2	-1	-1.1	1.6	-5	2.3
CN(C)c1cc[n+](CC(=O)c2ccc(-c3ccccc3)cc2)cc1	1	-5	-2.9	-1	-4.2	-4	-1	-3.6	-5.3	6	-11
CCCCOc1ccc(C(=O)OCC(=O)Nc2cc(C)on2)cc1	-4	2	-0.4	-2	1.0	0	0	0.8	0.2	-4	4.1
COc1ccc(CN2CCC(=O)N([C@H](CO)Cc3ccccc3)CC2)cc1	-12	1	-1.1	-10	-1.1	1	-5	-0.4	-1.5	-6	-0.5
O=C(O)c1ccccc1NN=Cc1ccccc1	-11	-2	0.0	5	4.5*	8	-6	5.6*	3.4	-2	9.9
CCN(c1ccccc1)S(=O)(=O)c1cccc(C(=O)NCc2ccccc2CN2CCOCC2)c1	-1	-6	-1.5	3	-1.2	-1	1	0.0	-1.7	7	0.9
CC(C)CC(=O)c1c[nH]c(C(=O)O)c1	1	2	-0.4	2	-0.4	-3	-2	0.4	-0.3	1	-1.0
Cn1c(=O)c2c(=O)cc(N)[nH]c2n(C)c1=O	-9	6	-0.1	-4	0.8	-3	-8	0.0	1.5	-2	4.0
COc1ccc(C(=O)NCCN2CCOCC2)cc1OC	-1	3	-1.6	0	0.1	-4	-3	-0.4	-0.6	0	-2.6
CCSc1cc(N2CCCC2)nc(-c2ccccc2Cl)n1	0	5	-1.7	3	-0.3	-3	-4	-0.1	-1.5	-2	0.2
CCOC(=O)C(=CNc1ccc(C(F)(F)F)cc1Cl)C(=O)OCC	-6	4	-1.2	-1	2.6	-2	1	0.0	-0.9	-3	0.9
Cc1cccnc1C(NC(=O)C1CCN(CCCc2ccccc2)CC1)c1ccc(Cl)cc1 (stereo unspecified)	1	2	-1.8	3	/	1	0	-0.2	-0.2	1	2.0
COc1ccc(NC(=S)Nc2cccc(Cl)c2)cc1OC	-13	-7	-1.1	-7	-0.6	-7	-1	-0.1	-1.4	-2	-1.1
COc1cc2c(cc1NC(=O)CSc1ccccc1)oc1ccccc12	0	-3	-1.1	2	0.8	1	1	-0.3	-0.2	1	-0.4
CC(C)CNS(=O)(=O)c1ccc(CCC(=O)N2CCN(Cc3ccc4c(c3)OCO4)CC2)cc1	7	5	-1.9	4	-1.4	-6	0	-2.1	-1.5	-6	-5.8
COC(=O)[C@H]1C[C@H](OC(=O)Nc2cccs2)[C@@]2(O)CN(S(=O)(=O)c3ccc(C)cc3)CC2[C@H]1C(=O)OC (stereo partly specified)	-5	-1	-0.9	-3	-0.2	-3	-4	-0.2	0.7	3	-2.8
Cc1nn(CC(=O)N2CCC(C)CC2)c(=O)c2nn(-c3ccccc3)c(C)c12	-2	0	-1.3	0	-0.2	-2	-3	-0.1	-1.4	-10	0.7
Cc1ccc(-c2nc(C#N)c(N3CCCCC3)o2)cc1	-36	4	-1.4	-24	0.9	-5	-158	0.5	0.3	-7	1.1
CC(=O)Nc1cc(NC(C)=O)cc(C(=O)N2CCCC3CCCCC32)c1 (stereo unspecified)	-8	-2	-1.2	0	-1.4	-1	1	0.0	1.1	-13	-1.9
COc1ccc(OCC(=O)Nc2ccc3c(c2)nc(CCN2CCCC2)n3C)cc1	-3	3	-0.8	0	0.3	-1	-6	1.0	-0.6	-6	0.0
Cc1cc(NC(=O)CN2C(=O)/C(=C/c3ccc(C(C)C)cc3)SC2=S)no1	-5	3	-0.9	0	1.5	-6	-3	0.9	2.2	-3	1.0
Cc1cccc(NS(=O)(=O)c2ccc(C)c(C(=O)NCCCN3CCOCC3)c2)c1	2	4	-0.8	6	-0.1	-2	4	-0.7	-0.1	7	-0.9
COc1cc(C(C(=O)NC2CCCCC2)N(Cc2ccco2)C(=O)c2cnccn2)cc(OC)c1OC (stereo unspecified)	0	1	-1.4	1	-1.3	1	-1	-0.7	-1.4	-2	-3.2
Cc1nc(Nc2ccc(F)cc2)nc(Nc2ccc(F)cc2)c1[N+](=O)[O-]	-6	-3	-0.9	2	4.7*	0	-1	1.4	-1.3	-2	1.2
CCCCN(C)C(=O)Cn1cnc2sc(C)cc2c1=O	3	2	-1.2	4	0.7	3	-1	-0.5	-1.5	-2	-0.8
